Compound activity: PubChem, National Center for Advancing Translational Sciences (NCATS)
Pf growth 96h: P. falciparum growth inhibition at 96 hour, primary screen for plastid delayed-death inhibitors; P. falciparum luciferase reporter growth, 96 h; Potency, µM (top dose mostly 28.7 µM), for the others: at the top dose activity change, negative = inhibition, actives largely listed as inhibitors; 6.9% of 320,000 active; AID 504834; further: potency means the concentration at half of the fitted maximal effect; on the % scale 0 is the no-effect control and ±100 the full control effect
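Erythrocytes infected with luciferase-expressing P. falciparum were dispensed at 2% hematocrit and 0.05% parasitemia (final), then incubated with compounds 96 hours at 37 C in 5% CO2. Luminescence after detection reagent addition reported growth.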
HCV inh: inhibitors of hepatitis C virus infection. Huh7.5.1 HCVcc-Cre infection, luciferase reporter, 44 h. Potency, µM (doses to about 41.8 µM), for the others: top-dose activity change, negative = inhibition, usual class: inhibitors. 3.4% of 340,000 active; further: potency means the concentration at half of the fitted maximal effect; on the % scale 0 is the no-effect control and ±100 the full control effect
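Compounds are dispensed onto cells plated 4 h earlier at 1,000 per well, with HCVcc-Cre virus (about 0.5 moi) added next. Following 44 h of culture, luminescent signal is measured for 15 sec after 15 min with substrate at room temperature.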
Cycloheximide cs: counter-screen for Shiga toxin inhibitors: cycloheximide protein synthesis inhibition; cell reporter, cycloheximide protein synthesis inhibition counterscreen; max response, %; 12% of 300,000 active; in the data active means max response mostly above about 13%, no sharp cut-off; inactive means mostly below about 14%; further: read at 38.3 µM for the half of the compounds with a filed dose; 0% is about no effect
LmPK inhibitor: blocks Leishmania mexicana pyruvate kinase activity; Q27686; purified LmPK, Kinase-Glo ATP luminescence, 1 h; Potency, µM (doses to about 57.5 µM), inactives show top-dose activity change, negative = inhibition, usual class: inhibitors; 0.37% of 290,000 active; AID 1721; further: potency means the concentration at half of the fitted maximal effect; on the % scale 0 is the no-effect control and ±100 the full control effect
Target sequence (Q27686 whole entry, looked up): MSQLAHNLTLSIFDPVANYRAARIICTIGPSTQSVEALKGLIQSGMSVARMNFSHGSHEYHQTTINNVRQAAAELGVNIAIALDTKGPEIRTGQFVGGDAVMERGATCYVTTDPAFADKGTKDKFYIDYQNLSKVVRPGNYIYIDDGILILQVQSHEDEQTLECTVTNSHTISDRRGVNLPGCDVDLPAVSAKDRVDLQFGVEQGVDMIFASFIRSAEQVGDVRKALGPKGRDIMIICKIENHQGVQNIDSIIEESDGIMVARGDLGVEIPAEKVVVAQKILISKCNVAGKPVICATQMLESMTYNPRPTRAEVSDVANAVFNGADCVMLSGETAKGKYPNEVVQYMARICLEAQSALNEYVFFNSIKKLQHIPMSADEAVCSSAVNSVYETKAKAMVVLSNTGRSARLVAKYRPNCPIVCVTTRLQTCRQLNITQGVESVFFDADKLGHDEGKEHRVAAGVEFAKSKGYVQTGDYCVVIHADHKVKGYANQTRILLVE
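Purified LmPK (0.1 nM) with 0.5 mM PEP and 0.1 mM ADP in imidazole buffer pH 7.2 with MgCl2/KCl, 1 h at room temperature. ATP formed was read by luciferase luminescence and normalized to no-enzyme and uninhibited controls.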
Shiga inhibitor: blocks Shiga toxin action in Vero cells; inhibition, % at 38.7 µM; 9.2% of 290,000 active; Vero cells, Shiga toxin protein synthesis inhibition reporter; in the data active means inhibition mostly above about 28%, no sharp cut-off; inactive means mostly below about 43%; further: 0% is about no effect
Pf growth 48h: P. falciparum growth inhibition at 48 hours (one generation). P. falciparum luciferase growth in erythrocytes, 48 h. Potency, µM (series often up to 28.7 µM), inactives show at the highest dose activity change, negative = inhibition, hits mostly inhibitors. 5.9% of 310,000 active; further: potency means the concentration at half of the fitted maximal effect; on the % scale 0 is the no-effect control and ±100 the full control effect
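In quantitative HTS format, infected erythrocytes bearing luciferase-reporter parasites were treated for a single generation at 37 C. Luminescence after adding detection reagent served as the growth measure.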
Tb PYK inh: T. brucei pyruvate kinase inhibition; Q57TT1; TbPYK enzyme, Kinase-Glo Plus ATP luminescence, 45 min; 0.12% of 410,000 active; Potency, µM (highest dose often 76.8 µM), for the others: at the top dose activity, negative = inhibition, actives largely listed as inhibitors; further: potency means the concentration at half of the fitted maximal effect; on the % scale 0 is the no-effect control and ±100 the full control effect; nearly all actives have a fitted effect of over 50% in size
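Activity of T. brucei pyruvate kinase was followed by Kinase-Glo Plus luminescence after the enzyme reacted 45 min at room temperature with 130 uM ADP (final) and substrate. Test compounds were added before ADP at multiple concentrations.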
Active calls of the source: *; ? = inconclusive; . = not tested or not shown; [ ] = dose if it differs, or a comment. Unless noted, the call rests on the fitted dose curve; in most records, active means well fitted curve in the direction sought with a large enough effect; inconclusive means small, poorly fitted or top-dose-only effect, or another doubt; inactive means no such curve, though single readings can be large; an effect the other way counts as inactive or inconclusive.

SMILES | Pf growth 96h | HCV inh | Cycloheximide cs | LmPK inhibitor | Shiga inhibitor | Pf growth 48h | Tb PYK inh
COc1ccccc1OCCCCCc1c(C)n[nH]c1C | ? | ? | -2 | 0% | 15 | ? | -6%
CCOCCCNC(=O)C(c1ccc(OC)cc1)N(Cc1ccc2c(c1)OCO2)C(=O)c1ccccn1 (stereo unspecified) | 10% | -13% | 10 | 1% | -9 | -17% | 3%
Cc1ccc2c(c1)C(c1ccncc1)=NNC(c1ccc(F)cc1)=N2 | 52%[activator] | -4% | 16 | -2% | 16 | ? | -6%
Cc1[nH]c2ccc(C(=O)NCCCN(C)C3CCCCC3)cc2c1C | -20% | -13% | 2 | 2% | -17 | ? | 2%
CC1CN(C(=O)COC(=O)c2nn(-c3ccccc3)c(=O)c3ccccc23)CC(C)O1 (stereo unspecified) | 3% | 15% | 10 | -3% | 16 | -7% | -2%
CN1C(=O)C(O)(CC(=O)c2cccc(-n3cccc3)c2)c2ccccc21 (stereo unspecified) | -2% | -1% | 2 | 6% | 8 | 9.3µM* | -2%
CN(C)C(CNC(=S)Nc1ccccc1Cl)c1cccnc1 (stereo unspecified) | -4% | -10% | 5 | 0% | -4 | -9% | -3%
CCOc1cc(/C=N/Nc2nnc(C)n2N)ccc1O | 0% | 16% | 25* | -1% | 50* | ? | 2%
CCC(C)[C@H](NC(=O)Nc1cccc(Cl)c1)C(=O)O (stereo partly specified) | ? | 12% | -4 | -2% | -3 | . | 1%
Cc1nn(Cc2ccc(C(=O)N3CCOCC3)o2)c(C)c1Br | -13% | 0% | -2 | 1% | -2 | 3% | 3%
CSCC[C@H](NC(=O)OC(C)(C)C)c1nnc(SCC(=O)Nc2ccc(C)cc2C)o1 | 43%[activator] | 13% | -2 | 1% | -8 | 30% | 1%
Cc1cccc(C2c3[nH]c4ccccc4c3CCN2C(=O)Cc2n[nH]c(C)n2)n1 (stereo unspecified) | . | 8% | 2 | 1% | 2 | -11% | -1%
O=C(NCc1ccncc1)c1cccc(S(=O)(=O)N2CCc3ccccc32)c1 | ? | 11µM* | . | . | . | ? | -2%
O=Cc1ccc(N2Cc3ccccc3C2)cc1 | ? | 6% | 18* | -17% | 57* | 18% | -6%
COc1cc(C(=O)O/N=C(\N)c2ccncc2)cc(OC)c1OC | ? | -28% | -3 | -1% | 16 | 9.3µM* | 7%
Cc1ccc(C(NC(=O)NN2CCN(C)CC2)C(Cl)Cl)cc1F (stereo unspecified) | -2% | -3% | 32* | 1% | 79* | 2% | 2%
CCN(C(=O)C1CCCN(c2nc(-c3ccc(OC)cc3)no2)C1)c1ccc(OC)cc1 (stereo unspecified) | ? | ? | -2 | 4% | 10 | ? | -8%
O=C(O)c1cccc2c1C(=O)N(c1ccccc1)C2 | 53%[activator] | 5% | 16 | -2% | -1 | ? | -1%
COc1ccc(N2C(=O)CC(N(CCc3ccccc3)C(=O)c3ccccc3)C2=O)cc1 (stereo unspecified) | 1% | 12% | 0 | 0% | 2 | -5% | -8%
O=S(=O)(N1CCOCC1)N1CCN(c2ccccc2F)CC1 | . | -22% | -1 | 3% | -4 | -2% | 4%
Cn1c(CCc2ccccc2)nnc1SCC(=O)N1CCOCC1 | 15% | 21% | -5 | -8% | -4 | 15% | 2%
COc1ccc(C(=O)CC(=O)C(=O)Nc2ccc(Cl)cc2)cc1 | 26% | 2% | 14* | -2% | 37 | . | 0%
COc1ccc(-c2sc3ccc(N4CCOCC4)cc3c2C#CC(C)(C)O)cc1 | 2.6µM* | ? | . | . | . | ? | -4%
COCCN1C(=O)N[C@@H](c2ccccc2)[C@H](C(=O)OC)[C@H]1C | . | 24% | . | -7%[11.5 µM] | . | . | -8%

A few values from the results shown.
Entry of Cc1ccc(C(NC(=O)NN2CCN(C)CC2)C(Cl)Cl)cc1F (stereo unspecified) under Cycloheximide cs: 32*
Entry of O=S(=O)(N1CCOCC1)N1CCN(c2ccccc2F)CC1 under Cycloheximide cs: -1

The results go on:
SMILES | Pf growth 96h | HCV inh | Cycloheximide cs | LmPK inhibitor | Shiga inhibitor | Pf growth 48h | Tb PYK inh
O=C(CSc1nc2ccc(Cl)cc2[nH]1)Nc1ccc2c(c1)CCC2 | ? | 13% | 3 | 0% | -9 | 7% | 0%
COn1c(-c2ccccc2)nc2c1CCc1nonc1-2 | 35% | 1% | -2 | -1% | -5 | 16% | 2%
CCOC(=O)CNC(=O)CSc1nnc(-c2ccccc2OC)n1CC | -68% | 26% | -5 | 0% | -1 | 9% | -20%
O=C(c1ccc(NC2=NC3CS(=O)(=O)CC3S2)cc1)N(CCO)Cc1ccccc1 (stereo unspecified) | 32%[activator] | 7% | 0 | -5% | 20 | 14% | -6%
O=[N+]([O-])c1ccc(C=Nc2cccc3ccccc23)s1 | 36%[activator] | ? | -3 | 1% | 38 | ? | -13%
COc1ccc(NC(=S)N2CCCC(CO)C2)c(OC)c1 (stereo unspecified) | -21% | 7% | -2 | -1% | -3 | 6% | 3%
CN(C)S(=O)(=O)c1ccc(Cl)c(-c2nnc3n2CCCCC3)c1 | -1% | 7% | -1 | -1% | 19 | 0% | -2%
Cc1nc2ccccn2c1C(=O)CSc1ccccc1 | ? | -16% | 31* | 7% | 38* | 34%[activator] | -1%
CCOC(=O)c1cc(S(=O)(=O)NCC2CCN(Cc3cccc(C)c3)CC2)cn1C | 80%[activator] | -5% | 7 | 4% | -6 | -8% | 1%
Cc1ccsc1/C=N/N1CCN(c2ccccn2)CC1 | 43%[activator] | -27% | 31* | -12% | 55* | 96%[activator] | -11%

Some entries already given, limited to Tb PYK inh, Shiga inhibitor and Pf growth 96h.
SMILES,Tb PYK inh,Shiga inhibitor,Pf growth 96h
O=Cc1ccc(N2Cc3ccccc3C2)cc1,-6%,57*,?
COc1cc(C(=O)O/N=C(\N)c2ccncc2)cc(OC)c1OC,7%,16,?
Cc1ccc(C(NC(=O)NN2CCN(C)CC2)C(Cl)Cl)cc1F (stereo unspecified),2%,79*,-2%

Compound profiles, as listed above.
Results for `Cc1nc2ccccn2c1C(=O)CSc1ccccc1` = Pf growth 96h: ?; HCV inh: -16%; Cycloheximide cs: 31*; LmPK inhibitor: 7%; Shiga inhibitor: 38*; Pf growth 48h: 34%[activator]; Tb PYK inh: -1%
Results for `Cc1ccsc1/C=N/N1CCN(c2ccccn2)CC1` = Pf growth 96h: 43%[activator]; HCV inh: -27%; Cycloheximide cs: 31*; LmPK inhibitor: -12%; Shiga inhibitor: 55*; Pf growth 48h: 96%[activator]; Tb PYK inh: -11%
